TGFb SMAD3 inh = blocks TGF-b signaling. 410,000 compounds, 1.2% hits. Potency, µM (series often up to 46.1 µM), inactives show at the highest dose activity, negative = inhibition, usual class: inhibitors. HepG2 CAGA-GFP TGF-b/SMAD3 reporter, GFP fluorescence, 18 h; TGF-beta stimulated, 500 pg/mL final; note: potency is the fitted concentration of half-maximal effect; % is set by controls: 0 for no effect and ±100 for the full control effect; nearly all actives have a fitted effect of over 65% in size
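Per well, imaged GFP fluorescence of HEPG2 CAGA-GFP cells gives the signal; cells get compound, then TGF-beta (500 pg/mL final), 18 h at 37 degrees C; %Activity versus -TGF-beta and +DMSO controls.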
Mm-Cpn inhibitor = M. maripaludis TRiC chaperonin inhibition; 330,000 compounds, 0.031% hits; purified Mm-Cpn ATPase, ADP Transcreener TR-FRET; Potency, µM (highest dose often 76.9 µM), without a hit: at the highest dose activity, negative = inhibition, actives largely listed as inhibitors; note: potency is the fitted concentration of half-maximal effect; % is set by controls: 0 for no effect and ±100 for the full control effect; nearly all actives have a fitted effect of over 80% in size
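Inhibition of chaperonin ATP hydrolysis is measured as reduced ADP production, detected by competitive TR-FRET in which signal falls with ADP. Final enzyme 25 nM and ATP 10 uM, reacted 30 min at 37°C.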
Nrf2 inh = inhibitors of Nrf2 signaling; A549 ARE-Fluc reporter, luciferase luminescence, 18-24 h; Potency, µM (series often up to 46 µM), for the others: at the highest dose activity change, negative = inhibition, usual class: inhibitors; 360,000 compounds, 2.1% hits; AID 504444; note: potency is the fitted concentration of half-maximal effect; % is set by controls: 0 for no effect and ±100 for the full control effect; nearly all actives have a fitted effect of over 60% in size
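Quantitative HTS in A549 cells stably bearing an antioxidant response element-firefly luciferase construct. Inhibition of Nrf2-driven transcription was scored by luminescence after 18-24 h of compound exposure at 37 °C.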
HepG2 viability = HepG2 cytotoxicity, counter-screen for TGF-b inhibitors | AID 588856 | HepG2 CAGA-GFP viability, ATP luminescence, 18 h | 410,000 compounds, 0.76% hits | Potency, µM (series often up to 46.1 µM), without a hit: at the highest dose activity change, negative = cytotoxicity, usual class: cytotoxic; note: potency is the fitted concentration of half-maximal effect; some results filed as inactive show a strong effect at the top dose
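HepG2 CAGA-GFP cells (1000/well, DMEM with 1% FBS) received compound, then TGF-beta at 500 pg/mL final, and were incubated 18 hours at 37 degrees C. Viability was read by CellTiter-Glo luminescence. Media-only wells were set as complete cell-killing and DMSO as no toxicity.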
ATXN viability = cell viability loss in ATXN counter-screen; S2 cells (HEK-293 line with an ATXN2-luciferase reporter) viability, CellTiter-Fluor protease fluorescence, 24 h; Potency, µM (series often up to 56.7 µM), actives largely listed as cytotoxic; 400,000 compounds, 0.49% hits; note: potency is the fitted concentration of half-maximal effect; nearly all actives have a fitted effect of over 40% in size
Akt phos inh = blocks phosphorylation of Akt; activity change, % for hits at 50 µM; 360,000 compounds, 0.32% hits; Neuro2A IGF-stimulated pAkt S473 HTRF, 20 min; active compounds read low; in the data active = activity change below about -80%; inconclusive = mostly about -51% to -80%; note: % is set by controls: 0 for no effect and ±100 for the full control effect
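Single-point screen (50 µM final compound) in Neuro2A cells stimulated 20 min with 6 nM IGF at 37 deg C. After lysis, Ser473-phosphorylated Akt read by HTRF (ex 330 nm, em 615/665 nm) as the 665/615 ratio.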
Nrf2 ARE act = activators of Nrf2 (ARE) signaling; AID 624171; 410,000 compounds, 0.31% hits; Potency, µM (top dose mostly 46.1 µM), for inactives: top-dose activation, hits mostly activators; AREc32 ARE-luciferase reporter (MCF7-derived line), luminescence, 24 h; note: potency is the fitted concentration of half-maximal effect; % of control where 0% means no effect; nearly all actives have a fitted effect of over 65% in size
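Quantitative high-throughput format: AREc32 reporter cells, 1000 per well, received compound by pin transfer and were incubated 24 hr at 37 deg C, 5% CO2, before Steady-Glo luminescence detection.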
A549 tox = A549 cytotoxicity, counter-screen for Nrf2 inhibitors; A549 ARE-Fluc cells, CellTiter-Fluor viability, 18-24 h; Potency, µM (top dose mostly 46 µM), without a hit: at the top dose activity change, negative = cytotoxicity, usual class: inhibitors; 390,000 compounds, 0.16% hits; note: potency is the fitted concentration of half-maximal effect; % is set by controls: 0 for no effect and ±100 for the full control effect
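A549 ARE-Fluc cells in 5% FBS OPTI-MEM, 5000 cells/well, rested 2 h then exposed to compounds in concentration-response for 18-24 h at 37 °C. Viability by CellTiter-Fluor fluorescence (Ex 405/Em 525) after 30 min; luciferase luminescence (BugLite, 15 min, RT) read afterwards.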
CCT modulator = modulators of cytosolic chaperonin (CCT/TRiC) activity. 360,000 compounds, 0.3% hits. activity change, % (no concentration beside the values), hits read low. purified chaperonin ATPase assay, HTRF ADP detection, 30 min; in the data active = activity change below about -30%; note: % is set by controls: 0 for no effect and ±100 for the full control effect
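TRiC at 40 or 20 nM final (batch-dependent) in 30 mM Tris pH 7.4, 100 mM KCl, 5 mM MgCl2, 1 mM DTT, with compound at single 76 uM and 10 uM ATP, 30 min at 37 deg C. ADP detected by HTRF Transcreener, 665/615 ratio.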
* = called active by the depositor; i = inactive; ? = inconclusive; nt = not tested or not shown; & = joins results of further samples; [ ] = dose if it differs, or a comment. Unless noted, calls come from the whole dose curve; as a rule, active = well fitted curve in the direction sought with a large enough effect; inconclusive = small, poorly fitted or top-dose-only effect, or another doubt; inactive = no such curve, though single readings can be large; an effect the other way counts as inactive or inconclusive. The order is random, and some 4.4% of all compounds hit somewhere here.

SMILES	TGFb SMAD3 inh	Mm-Cpn inhibitor	Nrf2 inh	HepG2 viability	ATXN viability	Akt phos inh	Nrf2 ARE act	A549 tox	CCT modulator
Cc1ccc(S(=O)(=O)N2CCOCC2)cc1NC(=O)COC(=O)c1ccc2c(c1)OCCO2	15%	0%	-14%	1%	i	i	0.4%	9%	-0.9
COC(=O)c1ccc2c(=O)[nH]c(CCl)nc2c1	-25%	-1%	-21%	-8%	i	i	?	3%	0.1
O=C(CN1CCOCC1)Nc1ccc(Cl)c(Cl)c1	8%	1%	?	0%	i	i	0.6%	7%	0.7
COc1ccc(-c2ccc3c(N)c(C(=O)NC(C)C)sc3n2)cc1OC	-8%	-9%	-27%	-29%	nt	i	5.2%	1%	-0.8
CCOC(=O)/C(=N/Nc1ccc(OC)cc1)Sc1nnc(CCc2ccccc2)n1-c1ccccc1	1%	3%	?	15%	i	i	2.8%	-8%	-2.4
COc1ccc(Nc2ncnc3onc(C)c23)c(OC)c1	23%	nt	?	5%	i	nt	-0.9%	0%	nt
CO/N=C(/CNC(=O)c1ccccc1Cl)c1ccc(Cl)cc1	2%	0%	10%	7%	i	i	0.9%	-5%	0.0
COCCn1c(C)cc(/C=C(\C#N)C(=O)OCC(=O)N(C)c2c(N)n(Cc3ccccc3)c(=O)[nH]c2=O)c1C	0%	0%	6%	3%	i	i	0.2%	-10%	-3.0
CCCCc1cc(=O)oc2cc(OCC(=O)NCCN3CCOCC3)ccc12	2%	1%	-8%	7%	i	i	-0.5%	-6%	-2.0
CNS(=O)(=O)c1ccc(NC(=O)C2CC(=O)N(c3ccc(Cl)cc3)C2)cc1 (stereo unspecified)	0%	2%	-23%	17%	i	i	1.9%	-11%	-4.3
CCCN1CCC(NC(=O)CC2C(=O)NCCN2Cc2ccccc2C)CC1 (stereo unspecified)	-3%	-2%	1%	1%	i	i	0.1%	3%	1.3
Cc1ccc(OCC(=O)Nc2oc(-c3ccccc3)c(-c3ccccc3)c2C#N)cc1	?	nt	?	-21%	?	i	0.1%	-10%	-2.1
COc1ccc(C2Nc3ccccc3C(=O)N2c2ccc(C)cc2)cc1Cn1nc(C)c([N+](=O)[O-])c1C (stereo unspecified)	1%	-4%	?	0%	i	i	0.9%	-5%	-6.7
O=C(CSc1ccccc1F)NCCN1C(=O)CSC1=O	4%	1%	9%	2%	i	i	-0.1%	-9%	0.2
O=C(Cc1ccccc1)N1CCN(c2ncccn2)CC1	-4%	0%	-9%	0%	i	i	-0.5%	-2%	1.0
Cc1ccc(-c2cc(C(=O)Nc3ccccc3C)c3ccccc3n2)o1	21%	-4%	-8%	-15%	i	i	2.1%	0%	-3.0
COc1ccc(OCCOC(=O)c2nc3nccc(C)n3n2)cc1	-1%	2%	15%	8%	i	i	-0.3%	6%	-0.8
CCCCCCC(=O)N(O)C1CC(=O)N(c2ccc(Cl)cc2)C1=O (stereo unspecified)	?	-4%	1%	-13%	i	i	?	-13%	-0.9
COc1ccc(CNC(=O)Cn2ncn3c(cc4ccccc43)c2=O)cc1	-7%	-1%	?	-1%	i	i	-0.7%	-13%	-0.8
CCC(=O)OCC(=O)Nc1cc(S(=O)(=O)N(C)C)ccc1Cl	?	-3%	5%	-29%	i	i	-0.1%	1%	1.5
CCOC(=O)Nc1sc(C(=O)N(CC)CC)c(C)c1C(=O)OCC	-4%	-2%	-15%	-14%	?	i	-0.6%	-12%	-1.8
O=C(Nc1ccc2oc(-c3ccccc3F)nc2c1)c1ccccc1Cl	?	nt	7%	-52%	i	nt	3.8%	1%	nt
CCNC(=S)N1CCCC(C(N)=O)C1 (stereo unspecified)	0%	-1%	0%	-11%	i	i	0.3%	1%	-3.7
COCCN(C(=O)COc1ccccc1C#N)c1c(N)n(Cc2ccccc2)c(=O)[nH]c1=O	4%	-2%	-12%	12%	i	i	0.0%	0%	-1.9
Cc1cccc(C)c1NS(=O)(=O)c1cc2c3c(c1)CCN3C(=O)CC2	7%	-2%	11%	2%	i	i	-0.1%	1%	-1.0

4 structures out of the list, sorted by molar mass, lowest first.
SMILES	TGFb SMAD3 inh	Mm-Cpn inhibitor	Nrf2 inh	HepG2 viability	ATXN viability	Akt phos inh	Nrf2 ARE act	A549 tox	CCT modulator
O=C(Cc1ccccc1)N1CCN(c2ncccn2)CC1	-4%	0%	-9%	0%	i	i	-0.5%	-2%	1.0
CCC(=O)OCC(=O)Nc1cc(S(=O)(=O)N(C)C)ccc1Cl	?	-3%	5%	-29%	i	i	-0.1%	1%	1.5
COc1ccc(CNC(=O)Cn2ncn3c(cc4ccccc43)c2=O)cc1	-7%	-1%	?	-1%	i	i	-0.7%	-13%	-0.8
COc1ccc(-c2ccc3c(N)c(C(=O)NC(C)C)sc3n2)cc1OC	-8%	-9%	-27%	-29%	nt	i	5.2%	1%	-0.8

More results.
SMILES	TGFb SMAD3 inh	Mm-Cpn inhibitor	Nrf2 inh	HepG2 viability	ATXN viability	Akt phos inh	Nrf2 ARE act	A549 tox	CCT modulator
COc1cc(/C=N/Nc2ccc(Cl)cc2)ccc1OC(=O)c1cccs1	-5%	-2%	1%	-7%	i	i	3.5%[9.22 µM]	-3%	-1.8
Cn1c(N)c(C(=O)COC(=O)/C=C/c2cccc(Cl)c2)c(=O)n(C)c1=O	9%	0%	14%	-5%	i	i	2.5%	-2%	-1.7
Cn1c(=O)n(CCOc2ccccc2Cl)c2ccccc21	3%	1%	nt	7%	i	i	7.2%	10%	-0.1
Cc1ccc2c(c1)nnn2C1CCN(S(=O)(=O)c2cccc(S(=O)(=O)N(C)C)c2)CC1	11%	1%	?	-43%	i	i	0.4%	3%	1.1
C=CCN(c1ccccc1)S(=O)(=O)c1cccc(C(=O)N(CC)CC(=O)Nc2c(F)cccc2F)c1	-5%	1%	?	-8%	?	i	-1.9%	-12%	0.3
CC(CN(C)Cc1ccccc1)OC(=O)c1ccc(F)cc1 (stereo unspecified)	-2%	0%	7%	0%	i	i	0.2%	4%	-1.8
CCOC(=O)CC(=O)CSc1nc2cc(C)ccc2cc1C	0%	-4%	20%	-10%	i	i	7.7%	-2%	2.2
CN1CCN(c2ccc(NC(=O)c3ccc(Br)o3)cc2)CC1	-1%	-1%	?	-13%	i	i	-0.4%	-8%	-1.1
CC(=O)N(C(C)=O)c1ccc(Oc2ccc(Oc3ccc(N(C(C)=O)C(C)=O)cc3)cc2)cc1	-19%	nt	nt	-51%	i	i	9.4%	nt	1.6
N=c1c2c(ncn1CCCO)Oc1ccc3ccccc3c1C2c1ccccc1 (stereo unspecified)	?	2%	?	-167%	?	i	9.6%	-6%	1.3
COc1ccc2ccccc2c1/C=N/NC(=O)c1sc(N)c(C#N)c1C	-38%	0%	1%	-9%	i	i	13%	1%	-1.7
CC1CC(C)CN(CCCNC(=O)c2cn(C)c3ccc(S(=O)(=O)N4CCCC4)cc3c2=O)C1 (stereo unspecified)	1%	1%	3%	2%	i	i	0.4%	-5%	-4.7
O=C(Nc1cccc(Cl)c1Cl)Nn1cnnc1	-4%	-2%	18%	3%	i	i	0.2%	2%	-2.7
COc1cccc(-n2c(=O)[nH]cc(C(=O)Nc3ccc(NC(C)=O)cc3)c2=O)c1	-3%	-1%	-3%	10%	i	i	0.0%	9%	0.6
CC(=O)NC(c1cccs1)c1cc(Br)c2cccnc2c1O (stereo unspecified)	?	-1%	?	-27%	?	nt	-1.0%	-2%&-16%	nt
O=C(CSc1nnc(NC(=O)Nc2ccccc2)s1)Nc1cccc(F)c1	?	nt	nt	-14%	nt	nt	5.6%	0%	nt
O=C(NN1C(=O)C2C3C=CC(O3)C2C1=O)c1cccc(O)c1 (stereo unspecified)	0%	-1%	9%	2%	i	i	-0.7%	0%	-1.1
COc1ccccc1CCNC(=O)C(=O)NCC(c1cccs1)S(=O)(=O)c1ccccc1 (stereo unspecified)	-17%	nt	nt	-22%	i	nt	5.1%	-2%	nt
O=C(NCCCN1CCN(Cc2ccccc2)CC1)C1CCN(S(=O)(=O)N2CCC3(CC2)OCCO3)CC1	3%	-2%	12%	-7%	i	i	-0.8%	-3%	-2.2
COc1ccc(S(=O)(=O)N2CCCC(C(=O)Nc3cccnc3)C2)cc1Cl (stereo unspecified)	0%	-1%	16µM*	-11%	i	i	3.2%	-18%	-1.4
CCOC(=O)C(NCc1ccc(OC)cc1)(NC(C)=O)C(F)(F)F (stereo unspecified)	0%	1%	-10%	4%	i	i	-0.7%	-5%	-2.5
Cn1c(=O)c2c(nc3n2CCS3)n(C)c1=O	-1%	-4%	1%	2%	i	i	0.1%	0%	0.2
FC(F)(F)C1=Nc2cccc3cccc(c23)N1	-6%	-4%	-7%	0%	i	i	-0.2%	?	-0.6
COc1ccc(C(=O)/C=C/N(C)C)cc1OC	2%	-3%	nt	6%	i	i	4.9%	1%	-0.8
CCOC(=O)C1=C(C)NC(=O)NC1c1ccc(OC)c(Cl)c1 (stereo unspecified)	12%	1%	nt	2%	i	nt	-0.4%	5%	-2.3
OCC1(Cc2ccc(F)cc2F)CCCN(Cc2ccc(Cl)cc2)C1 (stereo unspecified)	?	-2%	?	-51%	?	i	0.5%	?	2.9
CC1CCCN(C(=O)c2cc(S(=O)(=O)N3CCCCC3)c[nH]2)C1 (stereo unspecified)	-11%	-1%	8%	-2%	i	i	-0.9%	-2%	-1.6
COC(=O)C1=C(C)N(Cc2ccccc2)C(=NCC2CC2)N[C@H]1c1ccccc1	?	-1%&0%&0%	-1%	-33%	?	i	-1.7%	-12%	-1.3

Compound activity from PubChem.
